Screening data (PubChem BioAssay)
AddAB inh = less growth of phage-infected E. coli with AddAB; E. coli expressing H. pylori AddAB, absorbance growth; inhibition, % at 11.9 µM; hit rate 0.29% among 330,000; AID 435030; in the data active means inhibition above about 12%;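 further: 0% = vehicle wells of infected cells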
MOR-DOR inv ag = inverse agonists of human mu-delta opioid receptor heterodimerization | hit rate 0.21% among 340,000 | P35372+P41143 | inhibition, % at 9.3 µM | cell-based MOR-DOR heterodimer luminescence, inverse agonism; in the data active means inhibition above about 22%, passing the limit was not always enough;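 further: 0% = cells with DMSO and 100% = wells without cells with DMSO; values of inactives mirror those of a sister screen read the other way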
SUMO Mot1 rescue = inhibitors of SUMOylation pathway: yeast Mot1-301 growth rescue. S. cerevisiae Mot1-301 growth rescue, ATP luminescence, 38.5C; percent above DMSO median, 100 means doubled. growth rescue, % at 18.8 µM. hit rate 1% among 320,000;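 active means every valid replicate shows activation above 250% relative to neutral control wells; inactive means the rest, any valid replicate at or below 250%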;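 further: OY570 slx delta 5 strain wells were the positive control but not used for scaling; some compounds called inactive have numbers as strong as hits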
PKA-R1A activ = PKA-R1A complex activation | P00514+P68181 | PKA-R1A dissociation, Cy5-IP20 fluorescence polarization; scaled: DMSO 0%, 113 µM cGMP 100% | activation, % at 11.4 µM | hit rate 0.083% among 340,000 | AID 504707;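 active means percent activation above the mean of all tested compounds plus 3 SD, cut at about 19% in these data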;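 further: higher means more PKAc released from R1A so a rise in polarization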
Tat transport = blocks Tat-dependent protein export in E. coli; E. coli MC4100 TorA-mCherry Tat export, fluorescence; inhibition, % at 10 µM; hit rate 0.036% among 340,000; AID 488895;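 active means mean replicate inhibition at least 50% and at least half of replicates individually reaching 50%; inconclusive means only one of the two criteria met; inactive means neither criterion met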;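 further: exported cargo escapes ClpAP degradation while cytoplasmic cargo is degraded and loses fluorescence; 0% = median of neutral control wells and 100% = median of NaSCN control wells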
Arr AP2 block = inhibitors of human beta-arrestin and AP2 interaction; FITC-arrestin peptide / GST-AP2 beads, flow cytometry; AP2 beta2 appendage carries R879A mutation; inhibition, % at 10 µM; hit rate 0.31% among 340,000;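 active means inhibition above a set limit, near 3 SD of compounds lacking own fluorescence, cut at about 54% in these data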;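 further: plate controls were DMSO wells for no effect and 5 µM unlabelled arrestin peptide for full effect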
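test system = AP2 appendage R879A on GSH beads | buffer or medium = PBS plus Tween 20 (0.05%) and BSA (0.1%) | incubation = 12 min plus 1 h, RT | detection = bead flow cytometry, FITC channel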
MOR-DOR ag = OPRM1-OPRD1 heterodimerization agonism | P35372+P41143 | cells, luminescence | activation, % at 9.3 µM | hit rate 0.3% among 340,000 | AID 504326; in the data active means activation above about 18%;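 further: 0% = vehicle-treated cells and 100% = reference agonist; values of inactives mirror those of a sister screen read the other way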
E coli growth = counter-screen for AddAB inhibitors: E. coli growth inhibition; E. coli V3065 growth, OD600 absorbance, 18 h; inhibition, % at 11.9 µM; hit rate 0.27% among 330,000; AID 449728;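 active means inhibition above the campaign's mean inhibition across all tested compounds plus 3 SD, cut at about 9.9% in these data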;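 further: uninfected addAB+ strain grown without phage in ampicillin broth; 0% = DMSO wells and 100% = ciprofloxacin 0.95 µg/ml wells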
PfHsp90 set2 = inhibits growth of yeast expressing Plasmodium falciparum Hsp90. S. cerevisiae expressing PfHsp90, BacTiter-Glo ATP, 48 h; yeast lacking PDR1 and PDR3 efflux regulators. inhibition, % at 9.4 µM. AID 504621. hit rate 0.32% among 310,000;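 active means every replicate shows inhibition above about 80%, whatever the replicate mean, limit read from the data; inconclusive means mean inhibition reaches the set limit but some replicate falls short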;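 further: 0% = DMSO neutral controls and 100% = 20 µM radicicol positive controls; yeast relying on Plasmodium falciparum Hsp90 in place of its own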
phage Ecoli inh = E. coli growth loss with phage present; inhibition, % at 11.9 µM; growth absorbance; hit rate 0.26% among 360,000; in the data active means inhibition above about 11%
DSG3 Ab inh = inhibitors of pemphigus antibody binding to human desmoglein-3 | DSG3-coupled beads, scFv-anti-DSG3-GFP binding, flow cytometry; active compounds read low | binding (percent of control), % at 10 µM | hit rate 0.48% among 310,000 | AID 588358;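 active means binding more than 3 SD below its plate's average and above zero; inconclusive means below that plate limit but binding exactly zero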;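 further: hits lower antibody fragment binding to DSG3; some compounds called inactive have numbers as strong as hits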
Target sequence (P32926 whole entry, looked up, the tested form may be a part): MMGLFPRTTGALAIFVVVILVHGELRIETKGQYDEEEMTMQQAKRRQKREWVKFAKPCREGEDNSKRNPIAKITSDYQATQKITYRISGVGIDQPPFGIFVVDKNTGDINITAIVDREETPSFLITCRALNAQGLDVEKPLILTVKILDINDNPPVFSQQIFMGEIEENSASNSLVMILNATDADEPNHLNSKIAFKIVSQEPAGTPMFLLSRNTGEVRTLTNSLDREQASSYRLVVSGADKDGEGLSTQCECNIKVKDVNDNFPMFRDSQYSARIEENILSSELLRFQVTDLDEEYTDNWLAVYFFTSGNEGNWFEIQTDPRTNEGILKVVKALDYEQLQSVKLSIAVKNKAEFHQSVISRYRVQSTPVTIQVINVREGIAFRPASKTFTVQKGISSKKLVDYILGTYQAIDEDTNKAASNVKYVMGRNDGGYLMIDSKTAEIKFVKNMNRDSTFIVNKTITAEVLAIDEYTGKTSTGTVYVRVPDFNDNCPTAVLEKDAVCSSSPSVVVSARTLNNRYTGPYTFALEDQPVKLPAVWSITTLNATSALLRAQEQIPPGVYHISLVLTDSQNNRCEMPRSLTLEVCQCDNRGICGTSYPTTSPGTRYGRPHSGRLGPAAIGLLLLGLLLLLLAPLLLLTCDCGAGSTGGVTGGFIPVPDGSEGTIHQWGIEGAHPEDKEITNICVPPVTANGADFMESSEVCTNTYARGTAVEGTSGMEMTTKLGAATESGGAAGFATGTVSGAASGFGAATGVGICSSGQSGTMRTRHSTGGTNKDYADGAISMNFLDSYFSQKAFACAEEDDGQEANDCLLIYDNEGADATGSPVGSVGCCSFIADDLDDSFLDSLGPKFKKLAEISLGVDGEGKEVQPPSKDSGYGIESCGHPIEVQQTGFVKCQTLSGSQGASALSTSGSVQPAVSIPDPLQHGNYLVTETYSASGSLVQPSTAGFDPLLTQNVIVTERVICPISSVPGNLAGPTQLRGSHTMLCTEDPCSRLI
Numbers without * were called inactive; u = inconclusive; x = no result given.

The line under a structure holds: AddAB inh, MOR-DOR inv ag, SUMO Mot1 rescue, PKA-R1A activ, Tat transport, Arr AP2 block, MOR-DOR ag, E coli growth, PfHsp90 set2, phage Ecoli inh, DSG3 Ab inh
1	CC(C)CC(=O)Nc1ccc(-c2nnn(CC(=O)NCc3ccco3)n2)cc1
 : 0.3, 6, 1, -1, -4, 3, -1.0, 0.2, 27, 4.3, 88
2	CCN(CC)CCCSc1nc2ccccc2s1
 : 1.2, 3, -4, -1, -3, -4, -0.6, 2.5, -23, 3.5, 94
3	COC(=O)C1=C(C)N=C2SC(C#N)=C(N)N2C1c1ccc(OC)cc1 (stereo unspecified)
 : -0.5, 5, 33, -15, 1, 26, -0.9, 2.4, -13, 5.2, 110
4	COc1c(O)ccc2c1CN1CCc3cc4c(cc3C1C2)OCO4 (stereo unspecified)
 : 1.7, -18, -1, 2, 2, 15, 3.6, -1.2, 12, x, 102
5	Cc1ccc([C@H]2C(C(=O)O)=C[C@@H](C(C)(C)C)N2S(=O)(=O)c2ccc(C)cc2)cc1
 : 3.7, 11, 24, 1, -4, 1, -2.3, -1.1, 3, 0.7, 105
6	CN(C)S(=O)(=O)c1cccc(NC(=S)N(CCC#N)Cc2cccnc2)c1
 : 4.1, -1, -1, 4, 3, -20, 0.3, -0.2, -10, 0.6, 104
7	O=C(OCc1ccccc1)C1=NNC2C(=O)N(c3ccc(Br)cc3)C(=O)C12 (stereo unspecified)
 : 1.1, x, 2, x, -1, 0, x, -0.7, 6, 1.8, 94
8	Cc1nc(NCc2cccnc2)c2c3c(sc2n1)CC(C)CC3 (stereo unspecified)
 : 0.9, 1, 277, 7, -1, 21, -0.3, -3.8, -33, 0.7, 99
9	CSc1nc(C)cc(SC(C(C)=O)C(=O)Nc2ccccc2)n1 (stereo unspecified)
 : -0.5, 27, -3, 0, 0, 15, -4.7, 0.4, -11, 2.0, x
10	CCC1(c2ccccc2)NC(=S)N(c2ccc(C)cc2)N1 (stereo unspecified)
 : -1.0, 8, x, -2, -1, -2, -1.7, 1.4, 2, 2.9, x
11	CCc1cc2c(=O)n(Cc3ccco3)c(SCc3c(C)noc3C)nc2s1
 : -0.2, 11, 79, 4, -3, 1, -2.2, -1.9, 38, 2.2, x
12	CC(C)OC(=O)c1cccc(C(=O)Oc2ccccc2)n1
 : 0.9, -3, 51, 10, -10, 6, 0.5, -0.2, -13, 1.0, 84
13	NC(=O)C1(N2CCCCC2)CCN(CC(=O)Nc2ccccc2-c2ccccc2)CC1
 : 2.1, 20, -5, -7, -5, -2, -4.4, 0.1, 27, 4.2, 122
14	NC(=O)C1CCN(C2=C(NS(=O)(=O)c3ccccc3)C(=O)c3ccccc3C2=O)CC1
 : 2.1, -12, -14, -6, 2, 17, 2.3, 0.6, 0, 4.5, 102
15	COc1ccc(Br)cc1CN1CCSCC1
 : 2.2, 2, 34, -9, -4, -2, -0.3, 1.0, 4, -0.6, 119
16	CC(C(=O)N(C)CC(=O)Nc1ccccc1C(F)(F)F)N1C(=O)c2ccccc2C1=O (stereo unspecified)
 : 0.5, 10, 89, -9, -2, -2, -2.2, 2.6, -2, 1.7, 88
17	COc1ccc(CC(=O)N/N=C/c2cccs2)cc1OC
 : -0.1, 13, -2, -4, -14, 4, -2.9, -0.9, -34, 2.3, 94
18	CSCCC(NC(=O)COc1ccccc1)C(=O)OCc1ccc([N+](=O)[O-])cc1 (stereo unspecified)
 : 3.3, 9, 16, 9, 3, 30, -1.7, -0.1, x, -1.0, 99
19	CC(=O)N(C)c1ccc(NC(=O)Nc2cccc3ccccc23)cc1
 : 2.3, -5, -4, 6, 12, 43, 1.2, 1.9, 15, -0.7, 114
20	Cc1ccc(CN2CCNC(=O)C2CC(=O)O)cc1 (stereo unspecified)
 : 1.9, 18, -12, 16, 6, 3, -3.6, -1.4, 23, 0.7, 97
21	O=C(CCCN1C(=O)c2cccc3cccc(c23)C1=O)NCc1cccs1
 : -2.3, 0, 22, 3, 9, 10, 0.1, -0.8, 12, 4.5, 99
22	CC(=O)c1ccc(OCCCOc2cccc3cccnc23)cc1
 : x, 11, -7, -2, 3, -2, -2.3, x, 4, 0.4, 105
23	Cc1cccc(NS(=O)(=O)c2coc(C(N)=O)c2)c1C
 : 3.8, 2, -18, -4, 1, -7, -0.4, 0.7, -8, 3.0, 115
24	O=C(C[n+]1ccccc1)Nc1ccccc1C(F)(F)F
 : 2.4, -3, 38, -4, u, 27, 0.7, -1.9, -7, 3.7, 116
25	C=CCSc1nsc(NC(=O)Nc2cccc(C(C)=O)c2)n1
 : 2.2, -25, -17, -1, -16, -7, 4.8, 6.3, -5, 9.5, 112
26	Nc1ccc2nc(CCCCCCCCc3nc4ccc(N)cc4[nH]3)[nH]c2c1
 : -1.7, 0, 129, -9, 10, 9, 0.0, -0.3, 9, 2.5, 92
27	COCCNc1ncnc2nc[nH]c12
 : 0.5, 0, -14, 8, -4, 17, 0.0, -1.3, x, 0.2, x
28	NS(=O)(=O)c1cccc(NC(=O)/C=C/c2cccs2)c1
 : -0.3, 7, 153, -6, -4, 6, -1.4, 1.3, 2, -0.3, 97
29	Cn1cnc([N+](=O)[O-])c1Sc1n[nH]c(N)n1
 : -0.4, 14, -14, 0, -13, 24, -2.6, -1.5, 2, 1.5, 98
30	COc1ccc(Cl)cc1NC(=O)CN(C)C(=O)c1ccc(N2CCCCC2)c([N+](=O)[O-])c1
 : 1.2, -17, 0, -1, 7, 43, 2.6, 0.1, -55, 0.8, 101
31	O=C(Cc1ccc(F)cc1)NCc1cccnc1
 : -0.9, 1, -11, -8, -6, 0, -0.2, -0.3, 12, 5.6, 91
32	N/C(CS(=O)(=O)c1ccccn1)=N\OC(=O)c1ccccc1Cl
 : 0.5, x, -4, x, 2, -1, x, 1.3, -7, -0.2, 96
33	CSc1nnc(CNS(=O)(=O)c2ccc(F)cc2)n1C
 : 4.6, 2, -1, 9, -1, -10, -0.3, 2.1, -1, -0.5, 98
34	CCOc1ccc(NCC(=O)N/N=C/C=C/c2ccccc2)cc1
 : 4.3, -7, -14, -9, -2, 21, 1.5, 0.2, 8, 0.7, 94
35	O=c1ccc(-c2nc3cc(Cl)ccc3n2Cc2ccccc2)c[nH]1
 : -1.3, 7, -19, 10, 1, 12, -1.2, -1.2, 12, 5.3, 100
36	O=c1[nH]c(Nc2ccccc2)cc2cc(Br)ccc12
 : 1.5, -54, 115, -3, -21, 0, 9.4, -2.2, -18, 3.8, 93
37	COC(=O)[C@@]1(Cc2ccc(OC)cc2)[C@H]2c3cc(C(=O)N(C)C)n(CCSCCO)c3C[C@H]2CN1C(=O)c1ccccc1
 : 3.0, 4, -6, -18, 9, -1, -0.7, 0.2, 7, x, 97
38	Cc1cccc(OCC(=O)N2CCC(N3CCCCCC3)CC2)c1
 : -0.4, 20, 15, -7, -5, 24, -4.6, -2.2, 1, -1.3, 104
39	COC(=O)CNC(=O)C1Nc2ccc(OC(F)(F)F)cc2C2C=CCC12 (stereo unspecified)
 : 4.1, -8, 34, -6, 3, 4, 1.4, 3.4, 9, 2.4, 105
40	CC(=O)N(C)c1ccc(NC(=O)C(c2ccccc2)c2ccccc2)cc1
 : 2.5, 7, -12, -6, 0, 12, -1.5, -0.7, 3, -1.9, x
41	Cc1ccc(S(=O)(=O)N2CCN(c3ccccc3)CC2)cc1
 : -0.3, 6, -5, -2, 3, 29, -1.2, -3.1, 2, 1.2, 113
42	CCOC(=O)c1c(NCc2ccccc2)n[nH]c1C
 : 0.3, 12, -7, -7, 0, 12, -1.9, -2.8, -20, 0.5, 94
43	Cn1cc(/C(Cc2ccccc2)=N\O)c2ccccc21
 : 3.1, 7, 29, 4, -2, -9, -1.2, 2.6, 13, 2.2, x
44	CN(CCCNC(=O)C1CCCN(S(=O)(=O)c2cnc[nH]2)C1)c1ccccc1 (stereo unspecified)
 : 5.3, -3, 403, -10, -1, -2, 0.7, -0.6, -3, 2.0, 106
45	Cc1ccc(NC(=O)c2nc3nccc(C)n3n2)c(C)c1
 : -1.2, 5, 63, 10, -10, 4, -1.1, -0.8, x, 2.1, 117
46	CCOC(=O)c1[nH]c(C)c(C(=O)c2ccc(C)cc2)c1C
 : 2.5, 7, -9, 0, -3, 1, -1.4, -0.2, -3, 0.6, 97
47	Cc1nc(CCNC(=O)Cc2ccc(F)cc2)cs1
 : -1.1, -3, 17, 8, -4, -2, 0.5, -1.3, 54, 1.1, 112
48	COC(=O)c1cn(NC(=O)c2ccc3c(c2)OCO3)c(=O)c2ccccc12
 : 3.6, 22, -4, -7, -3, 1, -4.2, 2.0, -7, 4.0, 104
49	CCOC(=O)C1CCN(C(=O)CCS(=O)(=O)Cc2ccccc2)CC1
 : 3.3, 17, 3, -3, 4, 22, -3.2, -1.3, 5, 0.2, 103
50	CC1CCc2onc(C(=O)NCc3ccco3)c2C1 (stereo unspecified)
 : 2.8, 5, 1, 6, 2, -3, -1.0, -0.8, 5, 2.6, x
51	O=C(NNC(=S)NCc1ccco1)C(c1ccccc1)c1ccccc1
 : 0.0, 20, x, 1, 3, -10, -3.9, 0.8, -23, 4.6, 107
52	CN(C(=O)c1coc(=O)c2ccccc12)c1ccc(F)cc1
 : 0.6, 10, 107, -2, -2, 1, -1.6, 0.0, 18, 1.8, 103
53	COc1ccc(C(=O)Nc2ccc3c(c2)OCCO3)cc1Br
 : x, 9, 7, 12, -2, 9, -1.6, x, 16, 3.4, 112
54	O=C(O)CC(c1ccccc1)n1cccc1 (stereo unspecified)
 : 1.0, -21, -8, 3, -8, 7, 3.6, -1.3, -28, 1.8, x
